# Screening results deposited in PubChem by several laboratories.
# NALP1 yeast inh: blocks the NALP1 inflammasome reconstituted in yeast. S. cerevisiae NALP1/ASC/caspase-1 growth, X-gal OD620, 72 h. inhibition, % at 10 µM. 0.61% of 280,000 active; in the data active = inhibition mostly above about 24%, no sharp cut-off; inactive = mostly below about 32%; also: some compounds called inactive have numbers as strong as hits
# IDE cell inh: inhibitors of human insulin-degrading enzyme in cells. 0.41% of 320,000 active. inhibition, % at 5.59 µM. HEK cells, FAbetaB cleavage, fluorescence polarization. P14735. AID 434962;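 active = percent inhibition above the average of all tested compounds plus 3 SD, set per screening campaign, cut at about 16% in these data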;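 also: IDE supplied by intact live HEK cells; FP after avidin binding of uncleaved biotin substrate so inhibition keeps polarization high; 0% = DMSO wells and 100% = 60 µM reference IDE inhibitor Ii1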
# M18AAP inhibitor: PfM18AAP enzyme inhibition; 1.2% of 290,000 active; recombinant PfM18AAP, H-Glu-NHMec fluorogenic cleavage; inhibition, % at 7.35 µM; AID 1822;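 active = inhibition above the campaign mean inhibition over all tested compounds plus 3 SD, cut at about 28% in these data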;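 also: 0% = plate median of test compound wells and 100% = 2 mM ZnCl2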
# MEKK3 PB1 HTS: modulators (inhibitors or enhancers) of MEK5 binding to human MEKK3 PB1 domain; Q99759; bead-based flow cytometry, Alexa488-MEK5 binding to MEKK3; actives lie on both sides; 0 = blocked by unlabeled MEK5, 100 = vehicle; binding response (% of control), % at 10 µM; 1.4% of 290,000 active; AID 1529;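 active = binding response more than 3 SD above or below the average of its plate-row segment, actives on both sides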;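 also: Alexa488 bead fluorescence after subtracting the streptavidin-only scavenger bead signal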
# Target sequence (Q99759 whole entry, looked up, the tested form may be a part): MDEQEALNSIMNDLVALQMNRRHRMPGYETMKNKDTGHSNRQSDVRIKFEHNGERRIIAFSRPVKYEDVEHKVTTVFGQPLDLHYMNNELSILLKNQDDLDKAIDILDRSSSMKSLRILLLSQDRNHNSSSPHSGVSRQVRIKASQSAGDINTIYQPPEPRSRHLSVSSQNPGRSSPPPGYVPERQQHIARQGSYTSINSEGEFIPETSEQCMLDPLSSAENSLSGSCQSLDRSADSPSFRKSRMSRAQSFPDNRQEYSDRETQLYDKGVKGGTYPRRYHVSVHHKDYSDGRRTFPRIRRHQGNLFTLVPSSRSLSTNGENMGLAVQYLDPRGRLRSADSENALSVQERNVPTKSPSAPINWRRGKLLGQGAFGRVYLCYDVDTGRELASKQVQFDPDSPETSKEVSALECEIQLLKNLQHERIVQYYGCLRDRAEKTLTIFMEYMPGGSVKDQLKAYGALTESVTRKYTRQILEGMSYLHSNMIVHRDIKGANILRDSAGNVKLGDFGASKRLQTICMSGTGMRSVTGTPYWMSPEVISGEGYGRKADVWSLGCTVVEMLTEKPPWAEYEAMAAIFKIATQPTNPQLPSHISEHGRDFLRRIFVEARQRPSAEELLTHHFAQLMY
# MEKK2 mut-MEK5: signal of MEK5 binding to mutant human MEKK2 PB1 domain | bead flow cytometry, Alexa488-MEK5 binding to MEKK2 mutant | percent response, % at 10 µM | 0.35% of 290,000 active; in the data active = percent response above about 24%, passing the limit was not always enough; also: inactives centre near 1; some results filed as inactive read as strong as hits; reference of the scale not given here
# p-CIP stab down: p/CIP protein destabilization. Q05BA5. F442A p/CIP-EGFP cells, EGFP fluorescence, 16 h. decrease of EGFP signal, % at 10 µM. 0.01% of 290,000 active. AID 1984;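 active = EGFP signal decrease of at least 30% at 10 µM or well 3 SD below plate mean, unless failing retest; inactive = the rest, including hits failing retest or dose response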; also: some compounds called inactive have numbers as strong as hits; many of its hits are not listed in these tables
# MEKK2 WT-MEK5: raises or lowers MEK5 binding to wildtype human MEKK2 PB1 domain; binding response (% of control), % at 10 µM; Q9Y2U5; 1.1% of 290,000 active; AID 1531; bead flow cytometry, Alexa488-MEK5 binding to MEKK2 WT; actives lie on both sides; in the data active = binding response below about 67% or above about 130%
# IDE act: boosts human insulin-degrading enzyme activity in HEK cells; FAbeta-B cleavage, fluorescence polarization; 0% vehicle, 100% cell-free pure enzyme wells; activation, % at 5.96 µM; 0.073% of 340,000 active;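 active = activation above the mean of all tested compounds plus 3 SD, set per screening campaign, cut at about 17% in these data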
# UBC9 SUMO inh: inhibitors of human SUMOylation (UBC9). 0.36% of 290,000 active. HTRF SUMOylation assay, SAE1/SAE2 + UBC9, in vitro. inhibition, % at 35 µM; in the data active = inhibition above about 50%, passing the limit was not always enough; also: strong numbers were not always called active
# Target sequence (P63279 whole entry, looked up): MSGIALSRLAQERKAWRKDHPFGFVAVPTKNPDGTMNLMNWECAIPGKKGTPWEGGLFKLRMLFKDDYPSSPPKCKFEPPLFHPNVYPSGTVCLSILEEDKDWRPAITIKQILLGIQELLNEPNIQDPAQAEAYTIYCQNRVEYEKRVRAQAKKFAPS
# An asterisk follows results filed as active; x = not tested or not shown; [ ] = remark or other dose. Some of the compounds tested; count on the stated rates, not on these rows.
canonical_smiles	NALP1 yeast inh	IDE cell inh	M18AAP inhibitor	MEKK3 PB1 HTS	MEKK2 mut-MEK5	p-CIP stab down	MEKK2 WT-MEK5	IDE act	UBC9 SUMO inh
Cc1ccc(OCC(=O)N/N=C/c2cccn2C)cc1	2	2	1	100	4	-12	102	4	-10
C=CCn1c(SCC(=O)NCc2ccc3c(c2)OCO3)nnc1-c1cccnc1	1	7	1	100	-2	9	97	5	11
O=C(c1ccc(NC2=NC3CS(=O)(=O)CC3S2)cc1)N1CCN(c2ccccc2)CC1 (stereo not given)	7	3	-6	98	-1	-5	97	-2	0
COC(=O)c1cccc2c1-c1ccccc1/C2=N/O	-7	-3	-2	x	x	-5	x	3	-2
Cc1ccc(NC(=O)Nc2nc3ccccc3s2)cc1NC(=O)Nc1nc2ccccc2s1	19	7	-2	93	-10	6	84	1	26
CCOC(=O)C1=C(C)OC(N)=C(C#N)C1c1ccccc1 (stereo not given)	6	-4	-5	96	-5	-12	103	-1	16
COc1cccc(NS(=O)(=O)c2ccc3[nH]cc(C(=O)NC4CC4)c(=O)c3c2)c1	16	x	4	91	-6	-6	92	4	-18
O=C(C1=C(c2ccccc2)C(=O)c2ccccc2C1=O)c1ccccc1	25	x	0	101	-1	-4	97	-1	9
COc1ccc(OC(C)C(=O)N2CCc3ccccc3C2)cc1 (stereo not given)	7	-4	4	95	-4	-11	93	5	4
O=c1ccnc(SCCc2ccccc2)[nH]1	19	8	-18	95	-1	0	98	-9	4
Cc1cc(C)n2c3c(c(C#N)c2n1)CCCC3	17	-1	-1	104	4	0	104	-3	14
O=C(Nn1cnnc1)c1cc(Cl)ccc1Cl	15	7	55*	112	5	-17	111	7	-2
CC1CCCC2(C1)NC(=S)c1c(sc3c1CCCC3)N2 (stereo not given)	-3	10	13	103	3	-2	97	3	8
O=C(OCc1nc2ccccc2s1)C1CCN(S(=O)(=O)c2cccs2)CC1	6	1	-3	102	4	-3	102	-3	-3
COc1ccc(CNCCNC(=O)c2cccs2)cc1OC	-18	6	2	110	-1	-26	103	-1	16
Cn1c(SCC(=O)Nc2ccc(NC(=O)c3cccc(F)c3)cc2)nnc1-c1ccncc1	9	-3	2	100	7	-3	103	0	13
Cc1ccc(CSCC2Nc3ccc(C(=O)N4CCN(c5cccc(C)c5)C(C)C4)cc3NC2=O)cc1 (stereo not given)	-2	8	5	100	0	-46	89	x	31
O=c1oc2ccccc2nc1/C=C(O)/C=C\c1ccccc1	x	6	21	82*[inhibitor]	-28	-8	61*[inhibitor]	3	5
O=C(COC(=O)C12CC3CC(CC(C3)C1)C2)Nc1ccc(OC(F)F)cc1	36	3	2	101	3	-3	106	-4	-24
Cc1ccc(CNc2nc3c([nH]2)c(=O)n(C)c(=O)n3C)cc1	5	8	2	97	-8	-9	97	1	11
CC(=O)Nc1nc2ccccc2n1CCN1CCOCC1	2	3	-6	84	6	2	109	1	-26
O=C(O)C1CCCN(S(=O)(=O)c2ccc(F)cc2)C1 (stereo not given)	11	4	7	112	7	-6	111	4	19
CC(C)c1cc(C(=O)O)on1	13	-1	-1	99	-1	0	97	4	26
O=C(c1cccs1)N(c1ccc(Cl)cc1)C1C=CS(=O)(=O)C1 (stereo not given)	18	6	-16	101	-3	-7	98	0	15
CCC(=O)Nc1cccc(-c2ccc(N3CCN(C)CC3)nn2)c1	12	6	-4	98	6	-7	101	6	0
NS(=O)(=O)c1ccc(NC(=O)C2Cc3ccccc3CN2C(=O)c2ccco2)cc1 (stereo not given)	16	5	-10	101	6	-11	99	3	21
Cc1c(OCC(=O)NCCCN2CCOCC2)ccc2c3c(c(=O)oc12)CCC3	13	-2	1	98	0	0	97	5	3
COc1ccc(CCNC(=O)CCNS(=O)(=O)c2cccc3nonc23)cc1OC	10	-1	-5	104	7	2	105	-2	17
Cc1c(Cl)c([N+](=O)[O-])nn1Cc1ccc(C(=O)NN)o1	x	13	-4	96	2	-8	96	x	16
CCOc1cc2[nH]c(=S)n(C3CC3)c(=O)c2cc1OCC	-40	2	-2	107	-2	9	103	-4	13
CN(C)c1ccc(/C=C2\N=C(c3ccc(Cl)c([N+](=O)[O-])c3)NC2=O)cc1	17	10	6	85	-11	1	69	0	0
CC1CCCCN1C(=O)C1CCCCN1S(=O)(=O)c1cccc([N+](=O)[O-])c1 (stereo not given)	11	1	-14	105	10	-15	99	5	9
Cc1nc2ccccn2c1C(=O)N=Nc1c(O)[nH]c2ccccc12	28	-3	-7	139*	2	-7	106	1	22
Cn1nnc(NC(=S)NC(=O)c2cccc3c(Cl)cccc23)n1	-7	8	10	99	1	4	101	-4	4
N#CCSc1ncnc2sc3c(c12)CCC3	-8	9	-5	78	-5	-5	87	2	-16
CCN1CCN(CCCNC(=O)C2CCN(c3nnc(-n4cccc4)s3)CC2)CC1	16	-5	2	103	10	6	117	6	15
COc1ccccc1NS(=O)(=O)c1cc(NC(=O)c2cnccn2)ccc1N1CCOCC1	8	-8	-7	58*[inhibitor]	-24	-17	72	-1	10
Cc1ccc(C)c(N(CC(=O)NCCSCc2ccco2)S(C)(=O)=O)c1	17	-3	-8	101	5	-10	100	3	0
COC(=O)C1=CC(C(=O)c2cccs2)=NN(c2ccc(OC)cc2)C1C(=O)OC (stereo not given)	17	0	0	105	1	6	98	-1	-17
CC(C)=C1C2CCC1C1C(=O)N(c3nc(-c4ccc(C(C)C)cc4)c(C)s3)C(=O)C21 (stereo not given)	-9	-2	-1	104	4	-8	107	-1	-8
Cc1ccc(-c2ccc(=O)n(Cc3cccc(Br)c3)n2)cc1	3	-2	-11	108	3	-16	109	6	-2
COCCNC(=O)/C(C#N)=C/c1c(N2CCN(c3ccccc3)CC2)nc2c(C)cccn2c1=O	13	-1	7	105	4	-10	107	-3	23
Cc1ccc(OCC(=O)Nc2ccc3c4c(cccc24)CC3)c(C)c1	23	-8	0	107	3	-18	105	3	1
O=C(NCc1ccccc1)c1ccc(Oc2ccc(C(=O)NCc3ccccc3)cc2)cc1	14	-1	-2	102	2	6	98	5	14
O=C(COc1ncnc2ccccc12)Nc1ccc(S(=O)(=O)N2CCOCC2)cc1	-4	2	-7	96	-8	0	98	6	3
Cc1cc(Cl)ccc1C(=O)C1CCCN(C(=O)c2ccsc2)C1 (stereo not given)	-16	0	1	94	2	-7	97	-3	4
Cc1ccc(Nc2cc(C)nc(NCc3ccccc3)n2)cc1	51*	-2	-4	116	6	5	151*	5	-31
CCn1ccnc1C(O)c1cccc(OC)c1OC (stereo not given)	-9	-5	-7	100	-1	-56	102	-2	16
O=C1CS/C(=C/C(=O)c2ccccc2)N1	-8	5	2	81	-8	-8	84	0	20
CC(=O)c1cn(CC(=O)Nc2ccccc2C)c2ccccc12	21	2	-1	97	-2	-10	91	2	3
Cc1nn(C)cc1CN(C)Cc1c(C(=O)N(C)Cc2ccccc2)nc2ccccn12	0	2	-1	94	-16	-14	83	3	1
O=C(Nc1ccc(Cl)cc1)OCc1cncs1	7	6	-2	103	3	-39	101	2	27
CCC(C)NC(=O)c1cc(-c2ccc(OC)cc2)on1 (stereo not given)	-14	-1	-4	99	4	-6	102	3	7
O=c1c2ccccc2nc(-c2ccco2)n1Cc1ccccc1	6	5	-11	95	1	-1	89	-4	16
C=CCN(C(=O)CC(NC(C)=O)c1ccccc1)c1nc(-c2ccc(S(C)(=O)=O)cc2)cs1 (stereo not given)	-5	-2	4	102	4	-10	103	2	9
CC(=O)NCCCOc1ccc([N+](=O)[O-])cc1Cl	0	-5	7	82	2	8	74	2	-2

# Other entries follow:
canonical_smiles	NALP1 yeast inh	IDE cell inh	M18AAP inhibitor	MEKK3 PB1 HTS	MEKK2 mut-MEK5	p-CIP stab down	MEKK2 WT-MEK5	IDE act	UBC9 SUMO inh
CCOC(=O)c1nnsc1-c1ccc(-c2snnc2C(=O)OCC)cc1	28	-8	-3	105	7	-3	99	3	12
COc1ccc(NC(=O)CN(C)S(=O)(=O)c2ccccc2)c([N+](=O)[O-])c1	14	3	5	98	2	-14	99	7	13
Cc1ccc(-n2c(SCC(N)=O)nc3c(c2=O)C2(CCCC2)Cc2ccccc2-3)cc1	x	4	-3	107	2	-11	97	-5	-11
CCCCNC(=O)CCCn1c(=O)[nH]c2ccc(Br)cc2c1=O	0	5	-2	97	-6	-6	92	2	3
C=C1N(CCCCCC(=O)O)C(=O)OC12CCCCC2	24	-1	-9	103	-2	-15	98	2	14
CC(=Nc1ccccc1C(F)(F)F)c1ccncc1	18	0	-7	98	-5	-3	100	-1	3
COc1ccc(OC)c(NC(=O)Nc2ccc3c(c2)OCO3)c1	14	-1	5	98	5	-10	103	-1	1
O=C(CN1CCCCCC1)NCc1ccccc1	-13	-3	3	104	1	-2	104	1	15
O=C(CSc1nc2ccccc2c(=O)n1-c1ccc(Cl)cc1)c1ccco1	8	-3	4	104	11	-26	107	1	16
COc1ccc(CCNC(=O)Cn2nnc(C(=O)Nc3cccc(C)c3C)c2N)cc1OC	18	0	-1	104	-4	-5	101	7	x
Cc1ccc(C(=O)N2CCN3C(=O)c4ccccc4C23c2ccc(Cl)cc2)cc1 (stereo not given)	-1	4	-6	103	-4	-9	98	2	9
CC(=O)c1ccc(N2Cc3ccccc3/C2=N\C(=O)Nc2ccc(Cl)cc2)cc1	29	2	-12	98	-1	-11	96	-3	17
CC1=CC(C)(C)NC(=S)N1C(C)c1ccccc1 (stereo not given)	-14	1	-11	114	13	-7	107	0	6
O=C(c1ccco1)N1CCN(c2ccc(F)cc2)CC1	-3	-2	-4	108	1	1	105	2	1
O=C(c1ccc(CN2CCc3ccccc3C2)cc1)N1CCN(c2ccc(F)cc2)CC1	x	1	-4	103	6	x	101	2	x
CCOC(=O)CN1CC23C=CC(O2)C(C(=O)Nc2ccc4c(c2)OCO4)C3C1=O (stereo not given)	23	2	5	104	0	-5	104	2	2
COc1ccc(S(=O)(=O)N2C3CCC2CC(NC(=O)NC2CCCCC2)C3)cc1 (stereo not given)	9	-1	5	106	7	-5	107	4	2
Cc1ccc(NC2c3ncccc3C(=O)N2C2CCCCC2)cc1 (stereo not given)	10	-4	2	97	6	-8	100	-2	-4
O=C(COC(=O)CSc1ccc([N+](=O)[O-])cc1)NCCCc1ccccc1	30	-1	-6	94	2	-7	96	-1	5

# By substructure: the entries above containing a furan ring, fused or not.
canonical_smiles	NALP1 yeast inh	IDE cell inh	M18AAP inhibitor	MEKK3 PB1 HTS	MEKK2 mut-MEK5	p-CIP stab down	MEKK2 WT-MEK5	IDE act	UBC9 SUMO inh
NS(=O)(=O)c1ccc(NC(=O)C2Cc3ccccc3CN2C(=O)c2ccco2)cc1 (stereo not given)	16	5	-10	101	6	-11	99	3	21
Cc1c(Cl)c([N+](=O)[O-])nn1Cc1ccc(C(=O)NN)o1	x	13	-4	96	2	-8	96	x	16
Cc1ccc(C)c(N(CC(=O)NCCSCc2ccco2)S(C)(=O)=O)c1	17	-3	-8	101	5	-10	100	3	0
O=c1c2ccccc2nc(-c2ccco2)n1Cc1ccccc1	6	5	-11	95	1	-1	89	-4	16
O=C(CSc1nc2ccccc2c(=O)n1-c1ccc(Cl)cc1)c1ccco1	8	-3	4	104	11	-26	107	1	16
O=C(c1ccco1)N1CCN(c2ccc(F)cc2)CC1	-3	-2	-4	108	1	1	105	2	1
